NOD2-RIPK2 inh = inhibitors of human NOD2-RIPK2 interaction | CHO BLA complementation NOD2-RIPK2, CCF4 ratio | inhibition, % at 4.98 µM | 0.38% of 360,000 active | AID 624267; in the data active means inhibition above about 21%;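 further: 0% = vehicle only and 100% = reference blocker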
LRH-1 inv ag = inverse agonists of human LRH-1 (NR5A2). HEK293T StAR-luciferase reporter, LRH-1 transfected, 24 h. O00482. 0.13% of 360,000 active. inhibition, % at 3.6 µM;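 active means inhibition above the mean inhibition of all tested compounds plus 3 SD, cut at about 73% in these data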;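 further: 0% = DMSO wells and 100% = reporter-only cells lacking LRH-1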
SRC3 inh = inhibits human SRC3 coactivator; HEK293 GAL4-SRC3 luciferase reporter, luminescence; inhibition, % at 3.6 µM; 0.17% of 360,000 active; AID 588352;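 active means inhibition above a per-campaign cutoff, the mean of all compounds plus 3 SD, cut at about 60% in these data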;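 further: 0% = DMSO-treated cells and 100% = gossypol-treated cells at 36 µM; higher means less SRC3-driven luciferase light from the GAL4 reporter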
Target sequence (Q9Y6Q9 whole entry, looked up, the tested form may be a part): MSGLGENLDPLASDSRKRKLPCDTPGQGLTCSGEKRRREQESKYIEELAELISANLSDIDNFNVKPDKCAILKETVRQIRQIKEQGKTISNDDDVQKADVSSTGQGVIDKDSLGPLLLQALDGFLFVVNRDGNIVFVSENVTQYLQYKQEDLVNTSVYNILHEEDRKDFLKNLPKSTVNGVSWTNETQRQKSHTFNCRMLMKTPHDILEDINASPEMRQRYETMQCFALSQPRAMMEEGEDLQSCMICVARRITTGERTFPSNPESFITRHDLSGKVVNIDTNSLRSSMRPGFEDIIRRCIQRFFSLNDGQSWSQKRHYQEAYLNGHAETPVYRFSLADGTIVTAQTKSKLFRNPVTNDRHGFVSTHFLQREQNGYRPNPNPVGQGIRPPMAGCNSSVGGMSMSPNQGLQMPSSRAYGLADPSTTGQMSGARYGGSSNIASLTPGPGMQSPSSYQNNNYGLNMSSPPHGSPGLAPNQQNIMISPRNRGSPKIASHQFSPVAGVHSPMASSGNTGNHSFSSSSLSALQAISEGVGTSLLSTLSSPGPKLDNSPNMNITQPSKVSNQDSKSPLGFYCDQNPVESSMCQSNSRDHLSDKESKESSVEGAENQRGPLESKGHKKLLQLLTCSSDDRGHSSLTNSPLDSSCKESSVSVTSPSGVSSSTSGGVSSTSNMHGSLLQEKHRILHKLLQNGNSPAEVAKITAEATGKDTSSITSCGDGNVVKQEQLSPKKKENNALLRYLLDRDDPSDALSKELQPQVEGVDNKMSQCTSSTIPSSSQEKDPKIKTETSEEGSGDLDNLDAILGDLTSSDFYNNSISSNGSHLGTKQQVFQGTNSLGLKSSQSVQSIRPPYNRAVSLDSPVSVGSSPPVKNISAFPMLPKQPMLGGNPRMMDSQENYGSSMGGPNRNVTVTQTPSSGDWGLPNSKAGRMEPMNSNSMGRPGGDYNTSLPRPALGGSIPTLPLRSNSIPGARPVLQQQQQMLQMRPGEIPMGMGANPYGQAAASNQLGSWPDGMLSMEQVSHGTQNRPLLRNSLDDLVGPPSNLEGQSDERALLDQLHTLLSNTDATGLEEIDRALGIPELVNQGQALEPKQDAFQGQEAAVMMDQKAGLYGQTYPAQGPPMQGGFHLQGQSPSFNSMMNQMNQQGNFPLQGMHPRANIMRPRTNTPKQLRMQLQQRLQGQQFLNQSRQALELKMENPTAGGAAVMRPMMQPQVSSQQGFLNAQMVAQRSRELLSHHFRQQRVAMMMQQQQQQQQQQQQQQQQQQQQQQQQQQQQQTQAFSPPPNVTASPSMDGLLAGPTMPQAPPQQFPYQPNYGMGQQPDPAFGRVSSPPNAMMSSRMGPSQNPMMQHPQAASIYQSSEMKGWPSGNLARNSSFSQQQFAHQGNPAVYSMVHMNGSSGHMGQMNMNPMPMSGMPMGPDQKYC
COUP-TFII inh = blocks human COUP-TFII nuclear receptor; inhibition, % at 8.6 µM; 0.7% of 370,000 active; P24468; HEK293T NGFI-A luciferase reporter, luminescence;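 active means inhibition above a per-plate cutoff, mean inhibition of test wells between control levels plus 3 SD, cut at about 38% in these data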;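 further: cells cotransfected with COUP-TFII expression vector driving the NGFI-A reporter; 0% = median of COUP-TF2 test wells and 100% = reporter-only cells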
Vif imaging = HIV Vif inhibition. inhibition, % at 7.49 µM. 0.35% of 340,000 active. HEK293T cells, Vif self-association by quenched fluorescence, imaging, 24 h; in the data active means inhibition above about 50%, passing the limit was not always enough; inconclusive means no clear call, values can overlap the other calls; inactive means below about 31%; further: some results filed as inactive read as strong as hits
TLR9-MyD88 inh = blocks human TLR9 binding to MyD88. Q9NR96+Q99836. CHO BLA complementation TLR9-MyD88, CCF4 FRET ratio. inhibition, % at 4.98 µM. 0.21% of 340,000 active. AID 504734;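 active means inhibition above the mean over all tested compounds plus 3 SD, cut at about 21% in these data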;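 further: 0% = DMSO only wells and 100% = clavulanate BLA inhibitor control wells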
TROY signal inh = TROY signaling inhibition; 0.98% of 360,000 active; Q293 LMP1-TROYcd NF-kB luciferase reporter, 4 h; inhibition, % at 10 µM;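 active means compounds whose plate-normalised and pattern-corrected inhibition of the luciferase reporter signal at the single screening dose is 50% or more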
C8 TRAIL sens = caspase-8 TRAIL sensitization; NB7+C8 cells + TRAIL, ATPlite viability luminescence; inhibition (viability loss, TRAIL sensitization), % at 10 µM; 1% of 360,000 active; AID 624354;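 active means compounds causing at least 50% loss of cell viability in the single-dose screen, relative to plate controls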
SRC1 inh = human NCOA1 inhibition; HEK293 GAL4-SRC1 luciferase reporter, luminescence; Q15788; 0.12% of 360,000 active; inhibition, % at 3.6 µM;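 active means inhibition above the campaign mean plus 3 SD, with each screening campaign given its own cutoff, cut at about 60% in these data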;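 further: 0% = DMSO treated cells and 100% = gossypol at 36 µM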
NCOA2 inhibitor = human SRC2 (NCOA2) inhibition | Q15596 | AID 651957 | HEK293 GAL4-SRC2 luciferase reporter, luminescence | inhibition, % at 9 µM | 0.17% of 370,000 active;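 active means inhibition above the mean inhibition of all tested compounds plus 3 SD, set per campaign, cut at about 52% in these data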;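 further: 0% = DMSO treated cells and 100% = cells given Gossypol at 36 µM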
EBV LMP1 NFkB = Epstein-Barr LMP1 NF-kappaB reporter inhibition. LMP1-induced NF-kappaB luciferase reporter cells, luminescence. inhibition, % at 12.5 µM. 0.69% of 350,000 active. AID 504558; in the data active means inhibition above about 41%; inconclusive means no clear call, values can overlap the other calls;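 further: 0% = neutral control wells and 100% = reference inhibitor control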
* = called active by the depositor; u = inconclusive; x = not tested or not shown.

SMILES | NOD2-RIPK2 inh | LRH-1 inv ag | SRC3 inh | COUP-TFII inh | Vif imaging | TLR9-MyD88 inh | TROY signal inh | C8 TRAIL sens | SRC1 inh | NCOA2 inhibitor | EBV LMP1 NFkB
CCCNC(=O)N1C2CCC1CC(O)(c1cccnc1)C2 (stereo not drawn) | -2.7 | -4.1 | -14.8 | -3.3 | x | -1.2 | -1.1 | -4.6 | -9.2 | -8.8 | -4.8
COc1ccc(C(=O)C(Cc2ccccc2)N(C)C)cc1 (stereo not drawn) | 0.7 | 4.5 | 12.7 | -14.8 | -4.9 | -2.4 | -27.6 | -3.0 | -8.3 | 5.3 | 0.1
NP(=O)(OCCCc1ccccc1)c1ccccc1 (stereo not drawn) | -1.3 | 15.2 | -10.4 | -3.6 | -2.3 | 2.0 | 1.6 | -12.1 | -2.4 | -3.9 | 3.8
CC1(CCO)C(=O)NC(=S)NC1=O | -17.8 | -4.2 | -0.1 | 9.2 | u | -6.4 | 13.0 | -8.8 | -5.0 | 20.7 | 1.2
O=S1c2ccccc2-c2ccccc21 | -6.5 | 9.6 | -16.0 | 13.4 | x | 1.7 | 5.1 | 0.5 | -10.5 | 6.7 | 3.8
CCOc1cc(CNCCc2ccccc2F)ccc1OC | -14.0 | -2.4 | 0.0 | -14.3 | 14.3 | -3.5 | -4.2 | 3.1 | -7.8 | -5.5 | 4.6
COc1ccc(OCC#CCN2CCC(C)CC2)cc1 | -4.7 | 1.9 | -1.3 | 10.1 | 30.5 | -6.0 | -3.1 | -4.3 | 4.1 | -17.0 | -5.3
O=c1oc2ccccc2c(O)c1C(c1ccccn1)c1c(O)c2ccccc2oc1=O | -7.2 | -4.4 | 7.9 | 12.7 | -2.6 | -4.6 | 11.2 | 2.8 | 8.5 | 14.0 | -4.2
C[C@]12CC[C@H](O)CC1=CC[C@@H]1[C@@H]2CC[C@]2(C)C(=O)CC[C@@H]12 | -7.8 | -1.9 | -0.9 | 11.2 | 1.9 | 4.8 | 3.0 | 4.5 | -6.3 | -1.0 | 3.6
Cc1ccc(Cn2nnnc2CN2CCC(n3nnc4cc(C(F)(F)F)ccc43)CC2)cc1 | -6.7 | -19.8 | 4.0 | 15.3 | -4.2 | 4.6 | -34.4 | -7.9 | -18.2 | -30.0 | -19.6
O=C(Cc1ccccc1)N1CCN(CC2CC=CCC2)CC1 (stereo not drawn) | -0.9 | -7.2 | 17.2 | -3.4 | -1.7 | -5.6 | -7.9 | 3.1 | -32.8 | -1.8 | 4.5
CCC(c1nnnn1C1CCCC1)N1CCC2(CC1)C(=O)NCN2c1ccccc1 (stereo not drawn) | 1.6 | 3.8 | 8.8 | -8.1 | -4.8 | x | 1.7 | 21.7 | 9.8 | -3.9 | x
COc1ccc(CN2CCN(C(=O)COc3cccc(C)c3)CC2)c(OC)c1 | -3.3 | -17.3 | 2.1 | 4.8 | -13.6 | -4.8 | 22.0 | -6.8 | 4.2 | 18.2 | 1.3
Cc1ccc(CS(=O)(=O)Cc2ccc(C(=O)N3CCC4(CC3)OCCO4)o2)cc1 | -14.4 | 27.6 | 6.2 | -4.4 | -8.6 | -5.8 | -7.3 | -7.3 | 1.4 | 11.3 | -2.4
CCn1c(O)c(/C=N/NC(=O)c2ccccc2)c(=O)[nH]c1=S | -12.6 | -81.5 | -42.4 | -25.8 | -7.8 | 0.1 | -25.5 | -4.2 | -75.8 | -78.2 | 0.9
Cc1ccc(CN2C3CCCC2CC(NC(=O)Nc2cccc(F)c2)C3)cc1 (stereo not drawn) | 1.7 | -3.9 | 7.8 | -35.7 | 1.5 | -3.4 | -0.6 | -8.1 | -9.1 | -12.1 | -5.6
O=C(O)C1=CC2c3ccccc3C1c1ccccc12 | -5.7 | 4.9 | 9.6 | -16.3 | -0.3 | 4.2 | -10.1 | -2.3 | -41.6 | 21.1 | -0.8
CN1c2ccc([N+](=O)[O-])cc2CC2(C(=O)NC(=O)N(c3ccccc3)C2=O)C1c1ccccc1 (stereo not drawn) | -0.5 | -5.0 | -0.2 | -4.8 | 0.2 | 5.8 | 5.4 | 6.4 | -0.4 | 13.8 | -7.0
CC(=O)OC(C)(C)/C=C/C(=O)C(C)(O)C1C(O)CC2(C)C3CC=C4C(CC(O)C(=O)C4(C)C)C3(C)C(=O)CC12C (stereo not drawn) | 14.6 | 46.6 | 15.6 | -5.3 | -3.7 | 0.0 | 60.6* | 32.3 | -2.7 | 61.7* | 11.5
CN1C(=O)NC(=O)[C@]2(Cc3ccccc3N3CCN(c4ccccc4)CC32)C1=O (stereo partly drawn) | -10.5 | -27.7 | -48.9 | -25.7 | 2.4 | -10.9 | 25.2 | 2.3 | -42.8 | -25.2 | 4.9
O=C1/C(=C\c2cc3c(cc2Cl)OCO3)N2CCC1CC2 | -11.2 | 16.4 | 10.0 | -16.7 | -0.2 | 4.0 | 6.1 | -3.2 | 1.8 | 14.9 | 0.5
CC(C)Nc1ccc(Nc2ccccc2)cc1 | -0.7 | 0.4 | -28.0 | 1.5 | -14.3 | -11.1 | -6.3 | 15.7 | -70.2 | 7.4 | 3.4
CN1C(=O)C(Cc2ccccc2)C(=O)N(C)C1=O | -55.4 | 9.9 | 9.8 | -12.0 | 1.9 | -3.6 | -5.9 | -5.7 | 11.4 | 0.1 | 8.3
C=C1N2CCC(CC2)C1(O)c1ccccc1C (stereo not drawn) | 2.0 | 10.4 | 11.6 | 16.8 | 2.8 | -2.5 | 8.1 | 12.2 | -2.1 | -7.8 | -4.6
CCc1ccc(N2C(=O)NC(=O)/C(=C/c3cccn3CCOc3ccc(C(C)CC)cc3)C2=O)cc1 (stereo not drawn) | 13.5 | -92.2 | 16.4 | 34.7 | 1.3 | 4.7 | 40.7 | 5.9 | -0.2 | 5.1 | -33.6
CC(C(=O)Nc1ccc(Cl)cc1Cl)N1CC=C(c2ccccc2)CC1 (stereo not drawn) | -16.5 | -9.8 | 5.2 | 0.7 | 0.4 | 2.3 | -14.7 | 8.2 | -3.5 | 2.3 | -1.4
O=C(c1cc(F)ccc1F)C1CCCN(Cc2ccc3nonc3c2)C1 (stereo not drawn) | -12.2 | 12.4 | 21.2 | 2.1 | -3.2 | 0.1 | 3.7 | -13.8 | -0.1 | 1.7 | 1.7
COc1ccccc1C=C1C(=O)NC(=S)NC1=O | -8.5 | 34.7 | -5.3 | 1.0 | 9.4 | 7.9 | 2.7 | 3.9 | 14.5 | 13.6 | 7.8
S=C=Nc1cccc(C2(N3CCCCC3)CCCCC2)c1 | -5.8 | 8.4 | 5.6 | 12.9 | -6.8 | 13.4 | -4.6 | -6.8 | -13.6 | -13.1 | -12.3
O=C(Cc1ccccc1)OC(COCc1ccccc1)CN1CCOCC1 (stereo not drawn) | -13.8 | -9.3 | 12.3 | 19.2 | 5.1 | 5.4 | -6.9 | 13.3 | 6.8 | 12.0 | 0.1
Fc1ccc2c(c1)nnn2C1CCN(Cc2nnnn2CCc2ccccc2)CC1 | 2.0 | -6.1 | -2.8 | 12.6 | -13.2 | 4.0 | 2.7 | -1.2 | -8.4 | -19.2 | -5.0
COc1ccc(CCNC(C)CCc2ccc(OC)cc2)cc1 (stereo not drawn) | 0.6 | -17.9 | -9.6 | -0.6 | 6.5 | -9.5 | -4.0 | 5.4 | 1.4 | -9.6 | 9.4
COc1cc(CN=C(C)c2c(O)n(C)c(=O)n(C)c2=O)cc(OC)c1 | 9.6 | 3.2 | 25.6 | 6.8 | 9.2 | 1.0 | 8.0 | 14.2 | -49.2 | 2.5 | 7.2
C[C@]12CCC3C(CC[C@H]4C[C@H](O)CC[C@]34C)C1[C@@H](O)C[C@@H]2O (stereo partly drawn) | -6.1 | -5.7 | 3.0 | 3.8 | 11.5 | -8.8 | 9.1 | 1.9 | -4.9 | 7.3 | -1.9
CC[n+]1c(/C=C/C=C/c2ccc(N(C)C)cc2)sc2ccccc21 | 15.1 | 59.2 | 62.0* | 78.6* | -16.2 | -0.1 | 51.9* | 63.3* | 33.7 | -21.0 | 38.7
NC(Cc1ccccc1)c1csc(Nc2ccccn2)n1 (stereo not drawn) | 9.7 | -50.6 | -11.8 | -28.7 | -1.8 | x | -37.9 | 12.8 | -14.9 | -109.2 | x
C#CC1(O)C=CC2C3CCC4=CC(=O)CCC4C3CCC21CC (stereo not drawn) | -0.5 | -5.6 | -12.1 | 13.2 | -3.1 | -4.3 | 25.0 | 10.4 | -9.5 | 0.5 | 2.0
O=c1[nH]c(=S)n(Cc2ccc(F)cc2)c(O)c1C=NCC1CCCO1 (stereo not drawn) | 1.3 | 19.5 | 4.1 | -5.5 | 3.3 | 6.7 | 2.3 | -4.7 | -1.9 | -18.7 | 1.1
CCOC(=O)/C(=N\Nc1ccccc1)N1CC1 | -10.9 | 11.8 | 0.3 | -0.6 | -2.3 | -0.2 | -18.0 | -0.6 | -14.6 | -20.1 | -8.4
COc1cc2c3cc1Oc1cc(ccc1O)C[C@@H]1c4c(cc(OC)c(O)c4Oc4cccc(c4)C[C@@H]3N(C)CC2)CC[N+]1(C)C | -15.5 | -4.8 | 8.8 | -4.5 | 0.2 | -0.3 | 3.3 | -9.2 | 7.5 | 18.8 | -0.7
NCCc1ccc(S(N)(=O)=O)cc1 | 2.4 | 11.2 | 10.0 | -13.0 | -8.7 | 2.3 | -11.9 | -6.8 | 6.5 | -4.1 | 3.4
COc1cc(C(=O)Nc2ccc(Br)cc2C(=O)c2ccccc2)cc(OC)c1OC | -8.9 | 3.0 | 15.4 | 13.8 | 1.6 | 7.3 | 3.9 | -1.3 | 13.3 | 17.6 | -0.3
COc1ccc(OC(=O)N(C)C[C@@H]2OCc3cnnn3CCCC(=O)N([C@@H](C)CO)C[C@@H]2C)cc1 | -5.2 | -0.3 | 3.8 | -8.1 | 10.7 | 2.7 | -7.9 | 1.9 | -5.6 | -4.8 | -6.5
CC[C@H]1CN2CCC1C[C@@H]2[C@H](O)c1ccnc2ccc(OC)cc12 (stereo partly drawn) | -7.2 | 3.4 | -13.5 | 20.0 | -8.9 | -12.8 | -3.2 | 1.3 | -20.3 | -2.5 | 3.2
CCN(CC)c1ccc(C=C2C(=O)N(C)C(=S)N(C)C2=O)o1 | -2.9 | -5.5 | -3.3 | 6.7 | 13.6 | 5.3 | -35.6 | 1.6 | 2.8 | 16.7 | -9.8
COC(=O)C(O)(c1ccc(NC(=O)c2ccco2)c(OC)c1)C(F)(F)F (stereo not drawn) | -1.6 | -11.4 | -1.3 | 0.0 | x | -13.1 | 11.7 | -6.0 | -17.6 | -43.4 | -8.0
O=c1[nH]c(=O)n(-c2ccccc2Cl)c(O)c1C=NCCN1CCCCC1 | 2.9 | 3.2 | 2.1 | -3.9 | 7.3 | -12.4 | -8.6 | -5.6 | -0.1 | -14.8 | -0.6

Assay outcomes: PubChem BioAssay, several laboratories

The list is partial; count on the stated rates, not on these rows.
